Source: PubChem BioAssay (National Center for Advancing Translational Sciences (NCATS))
EPAC2 agonist: EPAC2 (human) agonism; actives 0.079% (n = 360,000); AID 720711; Q8WZA2; Potency, µM (highest dose often 154 µM), for the others: at the top dose activation, most hits filed as activators; EPAC2 activation, biochemical qHTS; response scale: 100% = 6.5 mM cAMP response; note: potency is the fitted concentration of half-maximal effect; nearly all actives have a fitted effect of over 50% in size
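In this primary screen, activation is scored as increased exchange of BODIPY-GDP from Rap1B by 100 nM EPAC2, with 50 uM GDP as competitor. Signal is normalized to the 6.5 mM cAMP agonist control.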
EPAC1 antag: EPAC1 (human) antagonism; EPAC1 GEF assay, Rap1b-BODIPY-GDP exchange fluorescence; Potency, µM (highest dose often 115 µM), for inactives: at the top dose activity change, negative = inhibition, most hits filed as inhibitors; actives 0.14% (n = 360,000); AID 720709;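 note: potency is the fitted concentration of half-maximal effect; plate controls were vehicle for no effect and positive control for full effect; nearly all actives have a fitted effect of over 50% in size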
PLK1 PBD block: blocks phosphopeptide binding to human PLK1 polo-box domain; P53350; Plk1 PBD binding of FITC phosphopeptide, fluorescence polarization; Potency, µM, inactives show max response, negative = inhibition, most hits filed as inhibitors; actives 2.8% (n = 360,000); AID 720504; note: potency is the fitted concentration of half-maximal effect; series mostly up to about 57 µM; % is set by controls: 0 for no effect and ±100 for the full control effect; nearly all actives have a fitted effect of over 65% in size
Target sequence (P53350 whole entry, looked up, the tested form may be a part): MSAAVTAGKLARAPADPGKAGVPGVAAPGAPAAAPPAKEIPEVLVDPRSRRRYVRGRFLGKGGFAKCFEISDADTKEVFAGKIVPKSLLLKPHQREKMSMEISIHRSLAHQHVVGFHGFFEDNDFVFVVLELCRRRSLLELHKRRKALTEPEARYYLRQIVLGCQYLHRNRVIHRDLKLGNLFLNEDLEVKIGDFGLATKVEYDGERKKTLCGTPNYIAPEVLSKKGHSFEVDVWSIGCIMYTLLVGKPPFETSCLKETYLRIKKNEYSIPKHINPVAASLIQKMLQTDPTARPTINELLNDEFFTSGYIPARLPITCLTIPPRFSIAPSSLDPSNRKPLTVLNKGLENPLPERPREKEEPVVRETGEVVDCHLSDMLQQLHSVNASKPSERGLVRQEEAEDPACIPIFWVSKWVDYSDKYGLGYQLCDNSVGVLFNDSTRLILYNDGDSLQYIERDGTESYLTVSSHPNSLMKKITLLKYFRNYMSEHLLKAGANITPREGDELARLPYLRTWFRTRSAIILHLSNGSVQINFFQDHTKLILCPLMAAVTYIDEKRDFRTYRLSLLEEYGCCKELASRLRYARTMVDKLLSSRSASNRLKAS
CCT modulator: changes cytosolic chaperonin activity. purified chaperonin ATPase assay, HTRF ADP detection, 30 min. activity change, % (test concentration not listed), hits read low. actives 0.3% (n = 360,000). AID 651819; in the data active = activity change below about -30%; note: % is set by controls: 0 for no effect and ±100 for the full control effect
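First, chaperonin was dispensed at 40 nM or 20 nM final depending on batch activity. Next, compounds were pinned at 76 uM and ATP added at 10 uM. After 30 min at 37 °C, ADP detection reagents ran 30 min at ambient temperature.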
IL2 activator: activators of IL-2 | IL-2 activation reporter assay, cell-based qHTS; stimulated with anti-CD3/CD4/CD28 beads; in transgenic mouse T cells | activation, % (series mostly up to about 46 µM) | actives 0.065% (n = 360,000); in the data active = activation above about 50%; inconclusive = mostly about 30% to 49%; note: 0% is about no effect
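Readout is EGFP and DsRed signal by fluorescent plate cytometry after 18 h at 37 degrees C. Transgenic mouse T cells (750/well) received compound for 60 min before bead stimulation (anti-CD3, anti-CD4, anti-CD28); memory T cells served as non-tolerant control.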
WRN inhibitor: blocks human WRN helicase. Q14191. WRN helicase unwinding, fluorescent forked duplex, kinetic. Potency, µM (titrated, usually from 114 µM), for inactives: at the highest dose activity change, negative = inhibition, actives largely listed as inhibitors. actives 0.46% (n = 360,000). AID 651768; note: potency is the fitted concentration of half-maximal effect; % is set by controls: 0 for no effect and ±100 for the full control effect; nearly all actives have a fitted effect of over 55% in size
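Fluorescence dequenching readout, ex 525 nm/em 598 nm, kinetic mode: forked duplex DNA (100 nM final) with adjacent fluorophore and quencher unwound by WRN (20 nM final) with 2 mM ATP. Compound preincubation 15 min, room temperature.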
PI5P4K alpha inh: inhibitors of human PI5P4K alpha; PI5P4Kalpha enzyme, ADP-Glo luminescence, 60 min; hits give low values; P48426; max response, %; actives 1.2% (n = 330,000); active = max response of -50% or lower; inconclusive = between -30% and -50%; inactive = -30% or higher; note: value at the top dose of about 77 µM; % is set by controls: 0 for no effect and ±100 for the full control effect
Target sequence (P48426 whole entry, looked up): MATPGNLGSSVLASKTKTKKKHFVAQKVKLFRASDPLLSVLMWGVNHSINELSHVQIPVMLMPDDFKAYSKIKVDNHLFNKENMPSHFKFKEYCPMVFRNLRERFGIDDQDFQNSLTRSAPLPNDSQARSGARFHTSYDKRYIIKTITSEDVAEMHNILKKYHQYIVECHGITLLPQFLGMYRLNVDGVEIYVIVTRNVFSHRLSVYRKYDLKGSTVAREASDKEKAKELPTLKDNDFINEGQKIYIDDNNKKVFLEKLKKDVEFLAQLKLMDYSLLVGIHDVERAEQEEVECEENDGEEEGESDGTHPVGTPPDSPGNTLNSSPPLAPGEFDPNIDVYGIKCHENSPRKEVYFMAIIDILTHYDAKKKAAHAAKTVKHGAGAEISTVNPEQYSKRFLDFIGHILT
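Enzyme plus substrate dispensed, test compounds pinned in, then ATP (5 microM final) added. After 60 min at RT, ADP-Glo reagent 1 for 45 min and reagent 2 for 30 min preceded luminescence imaging.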
EPAC1 agonist: agonists of human EPAC1 | Potency, µM (highest dose often 154 µM), without a hit: at the highest dose activation, hits mostly activators | actives 0.073% (n = 360,000) | EPAC1 agonist qHTS, biochemical assay; response scale: 100% = response to 6.5 mM cAMP; note: potency is the fitted concentration of half-maximal effect; nearly all actives have a fitted effect of over 60% in size
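Fluorescent GDP-exchange assay: 100 nM EPAC1 with 250 nM Rap1B preloaded with BODIPY-GDP and 50 uM GDP; compounds tested as concentration series, 5 min at room temperature, then read every 5 min for 30 min (ex 480/em 540 nm); normalized to 6.5 mM cAMP.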
Active calls of the source: *; ? = inconclusive; . = not tested or not shown; [ ] = another dose, or the depositor's remark. Unless noted, calls come from the whole dose curve; as a rule, active = well fitted curve in the direction sought with a large enough effect; inconclusive = small, poorly fitted or top-dose-only effect, or another doubt; inactive = no such curve, though single readings can be large; an effect the other way counts as inactive or inconclusive.

SMILES	EPAC2 agonist	EPAC1 antag	PLK1 PBD block	CCT modulator	IL2 activator	WRN inhibitor	PI5P4K alpha inh	EPAC1 agonist
Nc1ccc(C(=O)Nc2ccco2)cc1	-4%	0%	?	1.5	-0.7	-11%	0	1%
C[C@H](NC(=O)c1ncn2c1c(=O)[nH]c1ccccc12)c1ccccc1	13%	-22%	-12%	-1.2	-2.1	-3%	2	-16%
CCOc1ccc(Nc2ccc(S(=O)(=O)N3CCOCC3)cc2[N+](=O)[O-])cc1	8%	-2%	-2%	-0.2	-0.9	-6%	1	6%
CCc1c(C)sc(NC(=O)C2CC2)c1C(=O)OC(C)C	-6%	-10%	-1%	-1.9	-2.0	-15%[57.1 µM]	3	-8%
CCOC1=C2CN(S(=O)(=O)c3ccc(C)cc3)C(c3cccc(Cl)c3)CC2N(S(=O)(=O)c2ccc(C)cc2)C(c2ccncc2)C1 (stereo not given)	11%	8%	-24%	.	-0.8	0%	-8	6%
COc1ccc(OC)c2c1sc(=NC(=O)C1CC1)n2C	1%	-5%	-8%	-2.9	-3.1	0%	6	7%
Cc1nc(N2CCN(C(=O)c3ccco3)CC2)c2oc3ccccc3c2n1	-13%	6%	-4%	-2.0	-0.7	-2%	-9	0%
COc1cccc(NC(=S)NNC(=O)CCn2cc([N+](=O)[O-])cn2)c1	1%	2%	-8%	0.9	0.5	-5%[57.1 µM]	11	-6%
CCn1c(C)nc2cc(S(N)(=O)=O)ccc21	-14%	-7%	?	0.5	1.7	?	-20	-4%
Cc1cccc(C)c1NC(=O)C1c2ccccc2Oc2ccccc21	1%	11%	10%	1.2	-0.7	-27%[57.1 µM]	-2	4%
Cc1ccc(-n2c(C)c(C)c3c(N)ncnc32)cc1	1%	9%	-11%	1.1	-0.6	-1%	-28	1%
COc1ccc2ccc(Oc3ncccn3)cc2c1	2%	2%	-1%	-2.4	-0.8	8%	-3	-5%
C/C(=N\NC(=O)c1ccccc1)c1cc2cc([N+](=O)[O-])ccc2oc1=O	12%	7%	24µM*	-0.3	-4.6	?	3	4%
O=C(CSc1ccc(Cl)cc1)NC1CCCc2ccccc21 (stereo not given)	-4%	-9%	-5%	-1.8	1.5	-2%	6	1%
CCCS(=O)(=O)NC(=O)C1(C)CCCN(C(=O)c2ccc3c(c2)OCO3)C1 (stereo not given)	6%	-2%	-5%	-0.8	-0.2	0%	1	3%
CC(=O)Nc1ccc(-c2csc(NC(=O)C3CCN(S(=O)(=O)c4cccs4)CC3)n2)cc1	9%	-22%	-9%	-1.7	0.1	5%	0	9%
CCC1NC(=O)c2cccnc2-n2c1nc1cc(F)ccc1c2=O (stereo not given)	13%	-14%	-17%	-1.9	-1.3	-3%	-3	-9%
O=C(OCc1ccc(F)cc1)c1ccc2ccccc2n1	?	6%	-10%	-1.7	-0.7	0%	0	13%
CC(=O)Nc1ccc(C2=NN(c3ccccc3)C(c3ccccc3)C2)cc1 (stereo not given)	7%	-8%	?	-1.6	1.5	7%	7	1%
O=C(NCc1nnc(SCC(=O)N2CCCCCC2)o1)c1ccccc1F	7%	-7%	-6%	-0.5	-1.8	-8%	-1	16%
Cc1ccc(S(=O)(=O)N(C)C)cc1NC(=O)COc1cccc(-n2cnnn2)c1	5%	13%	-7%	-1.2	0.2	4%	3	-1%
COc1ccc(CCNC(=O)CC2SC(=NCCC(C)C)NC2=O)cc1OC (stereo not given)	-1%	5%	-8%	-7.9	-1.4	3%	-4	0%
O=c1c2ccccc2c2ccccc2c(=O)n1CC1CCCO1 (stereo not given)	-7%	-6%	-4%	-1.2	-0.3	4%	8	-22%
O=C(Nc1ccc(S(=O)(=O)Nc2ncccn2)cc1)C(F)(F)F	5%	14%	-11%	-0.3	-0.5	18%	3	-5%
Cc1nnc(SCC(=O)O)o1	0%	-8%	-9%	1.7	-2.0	-9%	2	9%

Shown comma-delimited: part of the list above.
canonical_smiles,EPAC2 agonist,EPAC1 antag,PLK1 PBD block,CCT modulator,IL2 activator,WRN inhibitor,PI5P4K alpha inh,EPAC1 agonist
Cc1ccc(-n2c(C)c(C)c3c(N)ncnc32)cc1,1%,9%,-11%,1.1,-0.6,-1%,-28,1%
COc1ccc2ccc(Oc3ncccn3)cc2c1,2%,2%,-1%,-2.4,-0.8,8%,-3,-5%
C/C(=N\NC(=O)c1ccccc1)c1cc2cc([N+](=O)[O-])ccc2oc1=O,12%,7%,24µM*,-0.3,-4.6,?,3,4%
O=C(CSc1ccc(Cl)cc1)NC1CCCc2ccccc21 (stereo not given),-4%,-9%,-5%,-1.8,1.5,-2%,6,1%

More compounds follow.
SMILES	EPAC2 agonist	EPAC1 antag	PLK1 PBD block	CCT modulator	IL2 activator	WRN inhibitor	PI5P4K alpha inh	EPAC1 agonist
N#C/C(C(N)=O)=C1/CCc2ccccc2N1	-4%	2%	-2%	0.1	-1.7	1%	.	-5%
CC1=C(C(=O)OCc2ccccc2)C(c2ccccc2-c2ccccc2)NC(=O)N1CCCCCC(=O)O (stereo not given)	-6%	-20%	-27%	-0.9	4.4	-15%	-21	2%
CC(C)CCNC(=O)CCCCn1c(=O)[nH]c2ccsc2c1=O	-6%	7%	-2%	0.8	-0.1	1%	4	-1%
Cc1ccc(C(C)C)c(OCC(=O)OCC(=O)NC2CC2)c1	0%	-8%	2%	-2.0	1.0	1%	0	1%
Cc1cccn2c(=O)nc(SCC(=O)Nc3ccc4c(c3)OCO4)nc12	3%	-11%	-13%	0.9	2.8	-33%	-4	10%
CC(=O)NCc1ccc(C(=O)COC(=O)COc2ccccc2)s1	-7%	18%	-3%	2.8	-0.2	-18%	-1	-8%
COc1ccccc1CNC(=O)CN1CCC(n2cnc3cc(F)ccc32)CC1	6%	-9%	-12%	0.1	-2.0	0%	7	9%
CCn1ncc(Br)c1C(=O)Nc1ccc(-c2ccno2)cc1	-14%	-4%	?	1.8	0.9	3%	1	8%
Cc1ccc(NC(=O)c2ccccc2F)nc1	3%	-4%	-9%	-2.7	1.2	-14%	-7	1%
O=C(CSc1nnc(Nc2ccccc2F)s1)NC1CC1	2%	8%	6%	-2.8	-0.1	-8%	3	4%
O=C(Nc1cccc(C(=O)N2CCOCC2)c1)c1ccccc1	-8%	0%	-17%	-2.3	2.7	-5%	-2	21%
CN(Cc1nc(-c2cnccn2)no1)C1CC(C)(C)NC(C)(C)C1	11%	9%	0%	-0.9	-0.2	0%	5	-1%
CCc1nc2sccc2c(=O)[nH]1	12%	10%	1%	-1.9	-0.4	-2%	-2	-8%
N#CCCN(C(=O)COC(=O)c1ccc2c(=O)n3c(nc2c1)CCC3)c1ccc(F)cc1	13%	-1%	-15%	-4.2	0.2	-4%	-5	0%
CC(NC(=O)c1cc(S(=O)(=O)N2CCOCC2)ccc1F)c1ccc(-n2ccnc2)cc1 (stereo not given)	11%	5%	-3%	1.0	0.2	1%	-4	17%
CSc1nsc(SC)c1C(=O)N1CCN(S(=O)(=O)c2ccc(C)cc2)C1C(C)C (stereo not given)	3%	2%	-11%	-3.9	-1.8	-14%[57.1 µM]	-7	-3%
Cn1c2c(c(=O)n(C)c1=O)C(NC(=O)c1ccco1)(C(F)(F)F)C(=O)N2 (stereo not given)	13%	-10%	-9%	1.5	-2.7	1%[57.1 µM]	-3	-4%
COc1ccc(OCc2cc(C(=O)N[C@H]3CCCCNC3=O)no2)c(Cl)c1	12%	11%	-9%	0.8	-2.7	-24%	-2	-3%
CCN1C(=O)CC(SC2CC(=O)N(CC)C2=O)C1=O (stereo not given)	9%	-1%	-13%	-3.0	-0.5	-15%	-6	10%
COC(=O)C(C)(C(=O)OC)c1ccc([N+](=O)[O-])cn1	7%	-5%	-4%	-2.3	-1.7	-15%	0	7%
Cc1ccccc1OCCNC(=O)/C=C/c1ccc([N+](=O)[O-])cc1	12%	?	1%	2.3	-0.2	-2%	-4	6%
O=C(CSc1ccc2ccccc2n1)NCCC1=CCCCC1	0%	-13%	-3%	-2.5	-0.9	-8%	-1	6%
CCN(C(=O)c1cnc(OC)cc1C(F)(F)F)c1ccc(Cl)cc1Cl	5%	-12%	0%	3.0	2.2	-24%	14	-1%
NC(=O)c1nsc(C(=O)N(Cc2ccco2)C(C(=O)NCC2CCCO2)c2ccc(O)cc2)c1N (stereo not given)	3%	-5%	0%	-0.8	-1.4	-4%	4	3%
Cc1ccn(-c2cc(O)c(-n3ccc(C)n3)cc2O)n1	1%	2%	-5%	0.5	-1.6	-9%	-4	2%

(list continues)
SMILES	EPAC2 agonist	EPAC1 antag	PLK1 PBD block	CCT modulator	IL2 activator	WRN inhibitor	PI5P4K alpha inh	EPAC1 agonist
CN(C)S(=O)(=O)c1ccc(-c2csc(N/N=C/c3ccco3)n2)cc1	2%	-17%	-12%	-3.4	1.2	-10%	?	8%
COc1ccc(Cc2nc3ccc(C(=O)N4CCCCC4CCO)cc3o2)cc1 (stereo not given)	-2%	4%	27µM*	0.4	-2.8	2%	-2	9%
O=C(c1ccc2c(c1)N(Cc1cccc(Cl)c1)C(=O)c1ccccc1S2(=O)=O)N1CCN(c2ccccn2)CC1	-1%	6%	1%	3.3	-0.8	-1%	0	-5%
Cc1nc2ccc(NC(=O)COc3ccccc3)cc2s1	2%	-7%	0%	0.9	-2.2	-2%	4	10%
CCCn1c(SCC(=O)N2CCCCC2)nnc1C(C)C	3%	-2%	11µM*	1.8	1.4	-29%	-21	7%
O=C(O)c1ccc(CNCc2ccccc2F)cc1	4%	7%	-10%	1.4	0.6	4%	-3	7%
CN(C(=O)c1ccccc1Cl)c1ccccc1C(=O)NCCc1ccccc1	5%	-1%	-1%	0.7	-2.5	-12%	-5	6%
CC(C)n1c(=O)c2ccccc2n1CC(=O)N1CCOCC1	3%	-9%	7%	-0.6	3.0	1%	0	-8%
Cc1c(C2(O)CCCCC2)[nH]c2ccc(C(F)(F)F)cc12	-16%	-26%	10%	0.3	-0.6	-5%	23	-21%
O=C(CNC(=O)c1ccccc1F)Nc1ccccc1C(F)(F)F	-5%	-12%	1%	0.3	0.3	3%	-4	4%
Cc1ccc(C(=O)NCC(=O)Nc2ccccc2C(F)(F)F)cc1	-1%	-2%	-3%	-0.6	-1.5	2%	2	-9%
O=C(c1ccc([N+](=O)[O-])cc1)N1CCN(C(=O)c2ccco2)CC1	8%	-25%	-9%	0.2	-2.4	5%	2	10%
O=C(C[C@H]1C/C=C\C[C@H](Cc2ccc(F)cc2)C(=O)OCCNC1=O)NCCO	2%	13%	3%	-1.0	-0.2	12%	-3	-3%
COCCn1c(C)cc(C(=O)COC(=O)c2ccc(Cl)c(S(N)(=O)=O)c2)c1C	14%	-8%	-11%	-0.7	-0.2	9%	-15	9%
Nc1cc2c(cc1Br)-c1ccccc1C2=NO	17%	-21%	-9%	-1.7	-0.1	?	29	7%

These rows are one share of the data, so the mix of outcomes need not match the whole.
